Source: PubChem
TbPYK inhibitor: inhibitors of Trypanosoma brucei pyruvate kinase. TbPYK enzyme, Kinase-Glo Plus ATP luminescence, 45 min. Potency, µM (titrated, usually from 76.8 µM), for the others: top-dose activity, negative = inhibition, usual class: inhibitors. 410,000 tested, 0.12% active. AID 624173; note: nearly all actives have a fitted effect of over 50% in size
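Glycolytic pyruvate kinase of T. brucei was incubated with substrate, test compound and 130 uM ADP for 45 minutes at room temperature. Luminescent Kinase-Glo Plus signal was measured after 10 minutes.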
Pf growth 48h: inhibits P. falciparum growth in the first generation, 48 h | 310,000 tested, 5.9% active | Potency, µM (doses to about 28.7 µM), for the others: at the top dose activity change, negative = inhibition, most hits filed as inhibitors | P. falciparum luciferase growth in erythrocytes, 48 h
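Parasite viability was followed by luminescence of a genomically integrated firefly luciferase. Cultures held 0.1% parasitemia at 2% hematocrit (final), incubated under 5% CO2 at 37 C.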
LmPK inh: inhibitors of Leishmania mexicana pyruvate kinase; purified LmPK, Kinase-Glo ATP luminescence, 1 h; Potency, µM (titrated, usually from 57.5 µM), for the others: top-dose activity change, negative = inhibition, actives largely listed as inhibitors; 290,000 tested, 0.37% active
Target sequence (Q27686 whole entry, looked up): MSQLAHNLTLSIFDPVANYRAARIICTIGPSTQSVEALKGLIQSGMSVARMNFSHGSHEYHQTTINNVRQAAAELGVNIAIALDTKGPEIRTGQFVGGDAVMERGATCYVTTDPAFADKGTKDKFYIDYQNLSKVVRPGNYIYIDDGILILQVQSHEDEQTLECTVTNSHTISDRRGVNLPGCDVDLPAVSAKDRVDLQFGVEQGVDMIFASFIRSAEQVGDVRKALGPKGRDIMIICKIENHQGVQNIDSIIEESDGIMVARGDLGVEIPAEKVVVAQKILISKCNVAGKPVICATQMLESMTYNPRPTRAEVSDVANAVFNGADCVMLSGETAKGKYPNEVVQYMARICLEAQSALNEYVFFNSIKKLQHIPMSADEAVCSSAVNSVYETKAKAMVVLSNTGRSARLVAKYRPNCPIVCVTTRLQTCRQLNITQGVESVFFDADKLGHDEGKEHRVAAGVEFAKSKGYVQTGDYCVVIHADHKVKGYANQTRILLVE
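ATP generated from ADP (0.1 mM) and PEP (0.5 mM) by 0.1 nM LmPK over 1 h at room temperature (pH 7.2 imidazole buffer) was detected by coupled luciferase luminescence. Values were normalized to uninhibited and no-enzyme wells.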
Sm TGR block: inhibitors of Schistosoma mansoni thioredoxin glutathione reductase. Potency, µM (doses to about 114 µM), without a hit: at the highest dose activity change, negative = inhibition, hits mostly inhibitors. 360,000 tested, 3% active. purified TGR, DTNB reduction, TNB absorbance 405 nm. AID 485364. Q962Y6; note: nearly all actives have a fitted effect of over 60% in size
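Kinetic colorimetric format: TGR-catalysed, NADPH-driven DTNB reduction monitored via TNB absorbance. Enzyme dispensed at 20 nM; compound exposure 15 min at room temperature before reaction start.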
HCV inhibitor: HCV inhibition. Potency, µM (titrated, usually from 41.8 µM), for inactives: top-dose activity change, negative = inhibition, usual class: inhibitors. 340,000 tested, 3.4% active. AID 651820. Huh7.5.1 HCVcc-Cre infection, luciferase reporter, 44 h
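Infectious HCVcc-Cre (~0.5 moi) was added to cells just after compound, with cells seeded 4 h earlier at 1,000 per well. Luciferase activity after 44 h culture reported infection; substrate was incubated 15 min at room temperature before reading.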
Pf growth 96h: P. falciparum growth inhibition at 96 hours. P. falciparum luciferase reporter growth, 96 h. Potency, µM (doses to about 28.7 µM), for inactives: at the top dose activity change, negative = inhibition, actives largely listed as inhibitors. 320,000 tested, 6.9% active. AID 504834
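Delayed-death screen, second-generation endpoint: infected erythrocytes, 2% hematocrit, 0.05% parasitemia final; 96 hours at 37 C, 5% CO2; luciferase detection reagent; luminescence decrease equals reduced growth.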
* hit, by the source's call; i = inactive; ? = inconclusive; / = not tested or not shown; & = joins results of further samples; [ ] = dose if it differs, or a comment. Calls come from the whole dose curve; as a rule, active = well fitted curve in the direction sought with a large enough effect; inconclusive = small, poorly fitted or top-dose-only effect, or another doubt; inactive = no such curve, though single readings can be large; an effect the other way counts as inactive or inconclusive. % is set by controls: 0 for no effect and ±100 for the full control effect; potency is the fitted concentration of half-maximal effect. Not a hit list. Share with any hit: about 16%.

Preview (two entries):
Fields: TbPYK inhibitor | Pf growth 48h | LmPK inh | Sm TGR block | HCV inhibitor | Pf growth 96h
CCOC(=O)c1ccccc1NC(=O)COC(=O)CCNS(=O)(=O)c1ccccc1
→ -15% | -3% | 0% | -1% | -27% | 6%
Cc1ccc(S(=O)(=O)N2CCN(C(=O)c3c(-c4ccccc4)noc3C)CC2)c(C)c1
→ -10% | -3% | 0% | 0% | -23% | ?

This part in full (from the top)
Fields: TbPYK inhibitor | Pf growth 48h | LmPK inh | Sm TGR block | HCV inhibitor | Pf growth 96h
CCOC(=O)c1ccccc1NC(=O)COC(=O)CCNS(=O)(=O)c1ccccc1
→ -15% | -3% | 0% | -1% | -27% | 6%
Cc1ccc(S(=O)(=O)N2CCN(C(=O)c3c(-c4ccccc4)noc3C)CC2)c(C)c1
→ -10% | -3% | 0% | 0% | -23% | ?
Cc1ccc(/C=N/NC(=O)CNC(=O)COc2ccccc2)cc1
→ -10% | 7% | 2% | -5% | 2% | -25%
Cc1ccc(C)c(S(=O)(=O)c2c(N)n(/N=C/c3ccco3)c3nc4ccccc4nc23)c1
→ -4% | 10µM* | 5% | ? | ? | ?
Cc1nc2ccccc2c(=O)n1-c1ccc(F)c(NC(=O)c2cccs2)c1
→ 2% | ? | / | -7% | -1% | 12%
Cc1cc(NC(=O)c2ccc3c(c2)C(=O)N(CC(C)C)C3=O)no1
→ -4% | 24% | 5% | 0% | -13% | 137%[activator]
O=C(Nc1nnc(SCc2ccc(F)cc2)s1)C1=COCCO1
→ -4% | 50%[activator] | / | -12% | 5% | ?
NCCCN1CCOCC1
→ 3% | / | 5% | -23% | 19% | -20%
O=C1CCN=C(Nc2ccc(F)cc2)N1Cc1ccccc1
→ 8% | / | 18% | 3% | -2% | -10%
COc1cccc(NC(=O)c2ccnc(N3CCC(C(=O)NCc4ccccc4OC)CC3)c2)c1
→ 0% | -15% | 3% | 5% | ? | ?
COc1cc2[nH]c3c(Cl)ncnc3c2cc1OC
→ -13% | ? | -1% | 3% | -21% | ?
COc1ccc2c(c1)C(=O)CC(c1ccc3c(c1)OCCO3)O2 (centres undefined)
→ 0% | 53%[activator] | 11% | 7% | -12% | 67%[activator]
C=CCn1c(-c2ccc(F)cc2)n[nH]c1=S
→ -30% | 0% | 5% | 4% | -6% | 15%
Nc1c(C(=O)c2ccc(F)cc2)oc2ccccc12
→ 1% | 108%[activator] | -2% | -2% | ? | 102%[activator]
CC(=O)OC1OCCOC1NC(=S)Nc1ccc(C)cc1 (centres undefined)
→ -1% | 7% | 2% | -14% | -3% | ?
CC(OC(=O)CSc1ccc(F)cc1)C(=O)NC1(C#N)CCCCC1 (centres undefined)
→ -4% | 9% | -3% | -6% | 14% | 27%
N#CCc1ccc(Oc2ccc([N+](=O)[O-])cn2)cc1
→ -9% | ? | -4% | 12% | 6% | ?
Cc1cccc2cc(C(c3nnnn3Cc3ccccc3)N3CCN(c4ccccc4)CC3)c(=O)[nH]c12 (centres undefined)
→ -5% | ? | 9% | 39%[activator] | 9%&3% | /
O=C(O)c1cc(-c2cccs2)nc2cc3c(cc12)OCCO3
→ -2% | 19% | -2% | 5% | 12% | 65%[activator]
COc1ccccc1NC(=O)Nc1nnc(CC(=O)Nc2ccccc2)s1
→ / | ? | 0% | 3% | / | 27%
CC(=O)OCC[N+](C)(C)C
→ 4%&0%&-9%&-1% | 26%&6%&-5% | 2%&3% | 12%&-2%&1% | 14%[8.37 µM] | 17%&17%&19%
CCc1cccc(NS(=O)(=O)c2csc(C(N)=O)c2)c1
→ -5% | 0%[0.00184 µM] | 6% | -5% | ? | -15%
COc1ccc(Oc2ccc3c(C(F)(F)F)cc(C(F)(F)F)nc3n2)cc1
→ -9% | -5% | 6% | 19% | -13% | -29%
O=C1CN=C(c2ccccc2)c2cc([N+](=O)[O-])ccc2N1
→ 1%&-1% | -17% | / | / | -4% | -10%
N/C(=N\OC(=O)COc1ccc2ccccc2c1Br)c1cccnc1
→ / | 3% | 0% | 2% | / | 45%[activator]
N/C(=N\c1nc2ccccc2o1)NC(=O)c1ccccc1
→ -1% | / | 6% | 13% | ? | 62%[activator]
O=C(CCn1cccc1)Nc1cc(F)ccc1F
→ 0% | -1% | 3% | ? | ? | /
CC(=O)c1cccc(N(C(=O)CNC(=O)c2ccco2)C(C(=O)NC2CCCC2)c2ccncc2)c1 (centres undefined)
→ -8% | 6% | -7% | 0% | 11% | 16%
CCCCCn1c(Sc2ncccn2)nc2c1c(=O)[nH]c(=O)n2C
→ -6% | 4% | -2% | 1% | 12% | ?
O=C(Cn1nnc2ccccc21)C1CC1
→ -10% | 15% | -5% | 11% | 21% | 1%
Cn1c(CCN2CCCCC2)nc2cc(NS(=O)(=O)c3ccc(Cl)cc3)ccc21
→ 1% | 2.1µM* | 5% | 3% | ? | 3%[5.75 µM]
O=C(C1=C[C@H](C2CC2)C[C@H](OCCCCO)O1)N1CCN(Cc2ccc3c(c2)OCO3)CC1
→ 2% | ? | 0% | -25% | -15% | ?
CCCc1cc(=O)oc2cc(OCC(=O)NC3CCN(Cc4ccccc4)CC3)ccc12
→ -9% | ? | -9% | 3% | ? | ?
CCCCCOC(=O)c1[nH]c2c(c1C)C(=O)C(C(=O)OC)C(C)C2 (centres undefined)
→ ? | / | 4% | -18% | ? | /
CCOc1ccc(C(=O)Nc2cccc(C(=O)O)c2)cc1Cl
→ 3% | i | -13% | 15% | 12% | /
O=C(O)C(Oc1ccc2c3c(c(=O)oc2c1)CCC3)c1ccccc1 (centres undefined)
→ 3% | 15% | 0% | 8% | 4% | 33%
OC(CNCc1ccc(Cl)cc1)COc1ccccc1 (centres undefined)
→ 18% | / | -1% | 11% | -27% | -19%
CCOc1ccc(C(=O)NCC(=O)OCC(=O)Nc2nnc(-c3ccccc3)o2)cc1
→ 3% | ? | / | -5% | 9% | ?
CCOc1ccc(S(=O)(=O)Nc2c(C)n(C)n(-c3ccccc3)c2=O)cc1
→ -7% | 2% | -3% | 0% | 5% | ?
CC1CCN(c2ccc(C(=O)OCC(=O)NCCN3C(=O)CSC3=O)cc2[N+](=O)[O-])CC1
→ -3% | 11% | 11% | -7% | -26% | 34%[activator]

4 compounds from above with just HCV inhibitor, Sm TGR block and Pf growth 48h.
SMILES | HCV inhibitor | Sm TGR block | Pf growth 48h
COc1ccc(Oc2ccc3c(C(F)(F)F)cc(C(F)(F)F)nc3n2)cc1 | -13% | 19% | -5%
CC(=O)c1cccc(N(C(=O)CNC(=O)c2ccco2)C(C(=O)NC2CCCC2)c2ccncc2)c1 (centres undefined) | 11% | 0% | 6%
CCOc1ccc(S(=O)(=O)Nc2c(C)n(C)n(-c3ccccc3)c2=O)cc1 | 5% | 0% | 2%
CC1CCN(c2ccc(C(=O)OCC(=O)NCCN3C(=O)CSC3=O)cc2[N+](=O)[O-])CC1 | -26% | -7% | 11%

Additional records follow.
Fields: TbPYK inhibitor | Pf growth 48h | LmPK inh | Sm TGR block | HCV inhibitor | Pf growth 96h
O=C(Nc1ccccc1-c1ccccc1)NC1CCN(CC(=O)N2CCOCC2)CC1
→ -1% | 4% | 0% | -2% | 0%&-14% | -46%
COc1ccc(OC)c(C2C=C(c3ccc(C)c(C)c3)Nc3nnnn32)c1 (centres undefined)
→ -4% | 14% | -3% | ? | ? | 53%[activator]
Cc1ccc(S(=O)(=O)NCC(=O)N2CCN(c3ccc(F)cc3)CC2)cc1
→ -10% | -5% | 2% | 0% | -12% | -4%
Cc1ccc(-n2nc3c(c2NC(=O)C(C)(C)C)CSC3)c(C)c1
→ -6% | 4% | 2% | ? | 7% | /
O=C(NC1(C(F)(F)F)N=C2SCCN2C1=O)c1ccco1 (centres undefined)
→ 6% | 3% | 3% | 2% | 13% | ?
O=C(c1ccccn1)N1CCCC(N2CCN(Cc3ccc4c(c3)OCO4)CC2)C1 (centres undefined)
→ -4% | 24% | -10% | 0% | -8% | ?
CN(Cc1ccncc1)C1CC(=O)N(c2ccc(F)cc2)C1=O (centres undefined)
→ 5% | 17% | 3% | / | 12% | ?
COC(=O)/C(=N/Nc1ccccc1)N1CCCc2ccccc21
→ -2% | -11% | 0% | 9% | ? | 10µM*
COc1ccc(S(=O)(=O)N2CCCCC2)cc1NC(=O)CCCOc1ccccc1
→ 3% | ? | / | 10% | 8% | -18%
O=S(=O)(c1cccc2nsnc12)N1CCN(C/C=C/c2ccccc2)CC1
→ 3% | -15% | 0% | -1% | -23% | 18%
O=C(Nc1nnc(C2CC2)s1)C1CCCCC1
→ -2% | 75%[activator] | / | ? | 8% | 24%
O=C(NC(C(=O)N/N=C/c1cccc2ccccc12)c1n[nH]c(=O)c2ccccc12)c1ccccc1 (centres undefined)
→ -13% | ? | 3% | -2% | 22µM* | 49%[activator]
CSc1cccc(-n2ccc(=O)c(C)c2C)c1
→ -5% | -9% | 7% | 15% | 7% | 8%
O=C(NC(=S)NNC(=O)[C@H]1C[C@@H]1c1ccccc1)c1ccc(F)cc1
→ ? | -30% | -2% | ? | -30% | ?
Cc1nn(C)c(C)c1CCC(=O)O
→ -5% | 28% | -1% | 18%[57.1 µM] | 12% | i
Fc1ccc(-n2c(-c3ccc4c(c3)OCO4)n[nH]c2=S)cc1Cl
→ 4µM* | 92%[activator] | 14µM* | -7% | 5% | 46%[activator]
COc1cccc(NC(=O)NC2CCN(Cc3nnnn3Cc3ccc4c(c3)OCO4)CC2)c1
→ -3% | ? | 3% | 2% | -9% | ?
Cc1ccc(OCC(=O)Nc2ccc(N(C)C)cc2)cc1
→ -25% | 16% | -2% | 0% | 2% | 22%[5.75 µM]
CN(CC(=O)Nc1ccc(Cl)c(C(F)(F)F)c1)C(=O)CCCc1nc2ccccc2c(=O)[nH]1
→ -2% | ? | / | -17% | ? | 1%
O=C1c2cccc3c(N4CCCCC4)ccc(c23)C(=O)N1c1ccccn1
→ 1% | 16% | -4% | 4% | 8% | 55%[activator]
O=C(CC1SC(N2CCCC2)=NC1=O)Nc1ccc(C(=O)Nc2ncccc2O)cc1 (centres undefined)
→ 4% | 2.6µM* | / | -1% | 8% | ?
CN(C)c1ccc(-c2nc3ccccn3c2/N=C/c2ccc(Br)cc2)cc1
→ -21% | ? | -6% | 8% | 25% | -54%
Cc1ccc(S(=O)(=O)N2CCOCC2)cc1C(=O)Nc1ccc2c(c1)CCC2
→ -2% | ? | 1% | -15% | -17% | ?
CCc1ccc2c(c1)/C(=N/OC)C(=O)N2
→ -3% | 6% | -5% | -1% | -1% | -12%
CCOC(=O)C(C)Sc1ncnc2c1c(-c1ccccc1)cn2-c1ccc(OC)cc1 (centres undefined)
→ -7% | ? | 3% | 2% | 1% | 0%
CCCNC(=O)c1ccc(COc2cccc3ccccc23)o1
→ -3% | ? | -4% | -34% | ? | ?
O=C(O)CCC(=O)/C=C/c1ccccc1
→ -5% | 22% | 1% | -6% | 9% | ?
O=C(CN1CCCc2ccccc21)N/N=C/c1ccccc1
→ -4% | -4% | 5% | 0% | -4% | -9%
CCN(CC)C(=O)COc1ccc(/C(C)=N/NC(=O)c2ccccc2O)cc1
→ 3% | 10% | 10% | -2% | -16% | -9%
CCS(=O)(=O)N1CCC(C(=O)Oc2ccc(Br)cc2)CC1
→ -1% | -7% | -7% | 6% | -2% | 177%[activator]
O=C(N/N=C1/CCCc2ccccc21)C(c1ccccc1)c1ccccc1
→ 1% | ? | 5% | 0% | -11% | ?
Cc1cc(C)c2c(N)c(C(=O)Nc3ncc(C)s3)sc2n1
→ -10% | -91% | -25% | -3% | ? | 21%
O=C(CCS(=O)(=O)c1ccccc1)Nc1ccccc1N1CCOCC1
→ 3% | 27% | 2% | -4% | -8% | ?
N#CC(c1ccc(Cl)nn1)c1ccc(Cl)cc1Cl (centres undefined)
→ -3% | -10% | -3% | 37%[activator] | 11µM* | /
O=[N+]([O-])c1ccc2[nH]c3nc4ccccc4nc3c2c1
→ 3% | 6% | 6% | -13% | 19% | 0%
